TCR-CD3 inh: human TCR-CD3 binding inhibition; 360,000 compounds, 0.37% hits; inhibition, % at 9.4 µM; TAMRA-labeled TCR probe fluorescence, biochemical; AID 651800; in the data active = inhibition above about 19%;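 also: recombinant mutant TCR 2C K166C tagged with TAMRA read by polarization; 0% = receptor in buffer alone and 100% = receptor with positive control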
TDP2 absorb: TDP2 (human) inhibition, absorbance primary screen; recombinant TDP2, T5PNP hydrolysis, p-nitrophenol absorbance 415 nm; inhibition, % at 12.8 µM; 370,000 compounds, 0.34% hits;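 active = inhibition above the mean of all tested compounds plus 3 SD, set per campaign, cut at about 25% in these data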;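 also: 0% = DMSO with enzyme and 100% = buffer with substrate but no TDP2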
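test system = human TDP2 enzyme | input = TDP2 enzyme at 120 nM final | medium = 50 mM Tris-HCl pH 7.5 with Mg2+, KCl, DTT, BSA | also added = T5PNP substrate, 5 mM | times = 2 h at 37 °C | technique = epi absorbance | benchmarks = high control without enzyme, low control DMSO plus TDP2 | replication = each compound tested once, singlicate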
HTRA1 inh: inhibitors of human serine peptidase HTRA1; Q92743; 340,000 compounds, 0.5% hits; inhibition, % at 5.96 µM; recombinant HTRA1, FP-rhodamine activity-based probe, fluorescence polarization; in the data active = inhibition above about 36%;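 also: 0% = enzyme with DMSO and 100% = wells lacking enzyme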
SIAE inh: human SIAE inhibition, primary screen; Q9HAT2; SIAE FP-Rh probe binding, fluorescence polarization; inhibition, % at 9.66 µM; 370,000 compounds, 0.69% hits; AID 1053197;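 active = inhibition above a cutoff: mean of compounds within the control limits plus 3 SD of those, cut at about 17% in these data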;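 also: 0% = plate median of compound wells and 100% = probe without SIAE protein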
Target sequence (Q9HAT2 whole entry, looked up): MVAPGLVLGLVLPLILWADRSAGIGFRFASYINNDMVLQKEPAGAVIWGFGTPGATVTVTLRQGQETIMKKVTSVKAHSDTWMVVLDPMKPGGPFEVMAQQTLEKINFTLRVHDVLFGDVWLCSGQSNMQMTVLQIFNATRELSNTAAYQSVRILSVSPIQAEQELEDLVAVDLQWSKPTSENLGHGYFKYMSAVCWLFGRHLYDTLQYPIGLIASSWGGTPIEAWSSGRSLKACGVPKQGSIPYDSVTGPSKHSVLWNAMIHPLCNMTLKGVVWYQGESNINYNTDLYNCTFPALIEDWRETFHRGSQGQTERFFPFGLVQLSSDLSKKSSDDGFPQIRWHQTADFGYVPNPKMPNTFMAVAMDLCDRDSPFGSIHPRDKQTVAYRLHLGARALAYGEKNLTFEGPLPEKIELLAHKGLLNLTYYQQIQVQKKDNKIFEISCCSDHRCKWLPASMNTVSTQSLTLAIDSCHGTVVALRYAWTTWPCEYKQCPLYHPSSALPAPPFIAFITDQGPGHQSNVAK
PG9 binder: binds the HIV-1 gp120 antibody PG9 | inhibition, % at 6.7 µM | TR-FRET gp120-PG9 antibody binding | 360,000 compounds, 0.43% hits | AID 624416; in the data active = inhibition above about 8.5%
PRMT1 FP inh: blocks human protein arginine methyltransferase 1. AID 652257. Q99873. recombinant PRMT1, activity-based probe fluorescence polarization. inhibition, % at 2.79 µM. 370,000 compounds, 1.3% hits;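 active = inhibition above about 21% made by adding two undisclosed values, limit read from the data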
mABHD4 FP: ABHD4 (mouse) inhibition, primary FP screen; Q8VD66; purified mABHD4, FP-Rh probe fluorescence polarization; inhibition, % at 8.92 µM; 370,000 compounds, 0.54% hits;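 active = inhibition exceeding the mean over every tested compound plus 3 SD, cut at about 30% in these data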;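 also: 0% = plate median of compound wells and 100% = S159A mutant with DMSO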
Target sequence (Q8VD66 whole entry, looked up): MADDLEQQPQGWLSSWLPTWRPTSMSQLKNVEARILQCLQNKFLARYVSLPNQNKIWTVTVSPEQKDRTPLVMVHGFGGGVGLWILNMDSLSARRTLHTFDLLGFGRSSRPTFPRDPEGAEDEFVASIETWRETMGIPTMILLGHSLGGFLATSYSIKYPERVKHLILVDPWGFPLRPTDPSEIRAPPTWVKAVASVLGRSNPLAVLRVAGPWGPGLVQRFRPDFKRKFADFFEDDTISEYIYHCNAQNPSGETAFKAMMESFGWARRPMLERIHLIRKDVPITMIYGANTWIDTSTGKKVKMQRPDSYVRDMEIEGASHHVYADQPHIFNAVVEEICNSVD
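assay system = mABHD4 protein | compound dosing = single nominal dose of 8.92 µM, 0.89% DMSO final | read-out basis = percent inhibition of probe binding, normalized to plate controls | schedule = Enzyme–compound pre-incubation 45 min, then probe 60 min, both 25 °C | detection = fluorescence polarization, excitation 525 nm, emission 598 nm, BODIPY TMR filters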
UHRF1 binding: blocks human UHRF1 binding to methylated DNA | Q96T88 | UHRF1 binding to methylated oligo, TR-FRET | inhibition, % at 4.4 µM | 370,000 compounds, 0.75% hits | AID 687016; in the data active = inhibition above about 21%;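 also: UHRF1 SRA domain binding a hemimethylated CpG hairpin DNA probe; 0% = median of test compound wells and 100% = reference inhibitor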
LEDGF integ inh: blocks HIV-1 LEDGF/p75-dependent DNA integration; inhibition, % at 3.7 µM; TR-FRET IN-LEDGF/p75 DNA integration, Eu/Cy5; 370,000 compounds, 0.64% hits;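 active = inhibition above the screen-wide mean plus 3 SD, cut at about 13% in these data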;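 also: signal is the Cy5 over europium emission ratio at 671 and 618 nm; 0% = plate median of compound wells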
Tn7 DDE FP: inhibitors of Tn7 peptide binding to human fibrin DD(E). P02675. FP displacement of FITC-Tn7 peptide from fibrin DD(E); 0% = median of compound wells per plate. inhibition, % at 8.3 µM. 370,000 compounds, 0.13% hits. AID 720508;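 active = inhibition above the mean of compounds falling within the control limits plus 3 SD of them, cut at about 14% in these data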;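 also: 0% = plate median of compound wells and 100% = 10 µM Aha-Tn7 peptide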
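system = human fibrin DD(E) protein | quantity = DD(E) 2 µM final | medium = Tris/NaCl/CaCl2 buffer, pH 7.8 | also added = labelled Tn7 tracer, 0.1 µM | compound dosing = single point at 8.3 µM | timing = compound with protein 10 min, then 3 h after probe, room temperature | signal = FP measurement | benchmarks = Aha-Tn7 high control | repeats = one replicate per compound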
Numbers without * were called inactive; / = no result given. An unsorted share of the library; any-hit rate near 4.2%.

SMILES	TCR-CD3 inh	TDP2 absorb	HTRA1 inh	SIAE inh	PG9 binder	PRMT1 FP inh	mABHD4 FP	UHRF1 binding	LEDGF integ inh	Tn7 DDE FP
O=C(c1cc(COc2ccc3ncccc3c2)on1)N1CCCCCC1	5.7	2.5	1.6	-1.6	-0.4	-1.8	1.5	1.9	-3.6	0.7
Cn1cc(NC(=O)Nc2ccc(C(F)(F)F)cc2)c(C(F)(F)F)n1	-6.7	-1.2	-6.9	0.9	-1.3	-3.0	-17.1	4.5	6.4	2.2
CCCn1c(CCC(=O)O)ccc1-c1ccccc1	-4.9	1.8	0.4	-0.6	-1.2	-0.8	3.5	-0.6	-3.8	-3.0
COc1ccc(CCNC(=S)Nc2cc(C)ccc2C)cc1	-10.5	-5.0	-6.2	-0.9	0.5	-0.9	-15.2	1.2	0.2	3.8
O=C1CCC(C(=O)N(c2ccccc2)C2(C(=O)NC3CCCCC3)CCCCC2)N1 (centres undefined)	-4.2	9.9	0.7	1.8	-0.1	0.8	6.5	-4.5	1.0	-3.4
Cc1[nH]c2ccccc2c1N=Nc1ccccc1F	-2.8	-11.0	19.0	16.4	-2.1	-1.0	12.1	0.3	0.7	-4.4
COCCCN(C(=S)Nc1ccc(OC)cc1)C(C)c1ccncc1 (centres undefined)	1.6	-0.2	8.0	3.4	0.1	-7.0	-5.9	-2.6	0.5	2.1
O=C(OCc1ccc2c(c1)OCO2)c1ccc(S(=O)(=O)N2CCCC2)cc1	-8.9	6.4	-3.8	1.6	-2.1	-2.2	-10.3	7.4	2.8	2.4
COc1cccc(C(=O)CN(C(=O)c2ccc(Cl)c(Cl)c2)N2C(=O)C3CCCCC3C2=O)c1 (centres undefined)	-1.4	-11.3	-0.3	-0.9	1.9	4.8	2.1	1.0	-2.1	0.4
Cc1cc(C)n2nc(N)nc2n1	1.1	2.0	1.4	2.6	1.1	0.2	8.2	-0.2	-2.4	-4.4
Cn1c(COc2ccccc2O)[n+](C)c2ccccc21	2.8	-16.5	3.5	2.7	0.1	9.1	-8.8	1.2	-1.9	2.5
CC(C)c1nnc(NC(=O)Cc2ccc(Br)cc2)s1	7.6	10.3	3.7	1.1	-1.5	-0.6	-0.3	-2.2	0.0	-3.7
Cc1ccc(NC(=O)C2CC3CCC2C3)c(Br)c1 (centres undefined)	-10.3	-31.8	-1.3	-3.2	-1.5	0.6	-5.1	-0.9	1.5	6.4
C=C(C)c1ccccc1	5.6	-1.2	5.1	-2.3	-0.9	-1.2	-1.4	-1.5	5.0	-6.6
NC(=O)NOCc1cccc(Cl)c1	3.5	-4.7	0.7	-3.4	-0.5	-3.6	2.2	-0.1	-4.9	-2.6
COc1ccc(NC(=S)NC(NC(=O)c2cccc(Cl)c2)C(Cl)(Cl)Cl)c([N+](=O)[O-])c1 (centres undefined)	5.6	0.0	-42.4	-84.5	1.1	-1.0	-43.0	-9.6	1.4	-1.8
CC1(c2ccccc2)NC(=O)N(CC(=O)NNC(=O)c2ccccc2F)C1=O (centres undefined)	3.5	1.5	3.2	2.0	1.9	4.2	0.8	2.6	-2.7	2.7
Cc1ccc(Cn2cc(COC(=O)NCCc3c[nH]c4ccccc34)nn2)cc1	/	1.4	/	11.1	/	3.9	-0.2	2.1	-2.9	-2.4
CCn1cc(CNC(=O)c2cc(COc3ccc(F)cc3Cl)on2)cn1	1.5	9.6	-6.4	-8.0	-2.0	1.6	-3.1	-1.9	1.9	-5.9
COc1cccc(-c2c(C(=O)N/N=C/c3ccc(C)s3)nnn2-c2nonc2N)c1	7.2	-12.9	6.3	-6.8	-0.5	1.8	-4.4	-1.8	0.7	7.7
O=S(=O)(c1ccc2nnn(O)c2c1)N1CCOCC1	3.0	-6.4	2.6	-13.5	0.4	-4.9	4.2	18.5	2.9	-1.6
CC1CCCN(C2(O)C(=O)Nc3ccc([N+](=O)[O-])cc32)C1 (centres undefined)	5.4	2.0	-1.4	-1.0	-0.8	7.4	-3.4	-1.8	4.7	-1.6
O=C1C(CO)C(CO)C(CO)C1CO (centres undefined)	-1.1	-4.8	2.8	-6.3	-1.4	6.7	1.4	4.4	0.2	-2.1
COCCNC(=O)CSc1nc2cc(OC)c(OC)cc2c(=O)n1Cc1ccco1	-2.2	-0.8	-0.3	1.9	-1.4	4.7	-2.7	3.8	0.6	7.5
N#Cc1cn(CCOc2ccc(F)cc2)c2ccccc12	3.0	-0.9	-45.0	-9.0	1.1	-1.3	-28.4	1.3	-0.1	-1.8
Continuation.
SMILES	TCR-CD3 inh	TDP2 absorb	HTRA1 inh	SIAE inh	PG9 binder	PRMT1 FP inh	mABHD4 FP	UHRF1 binding	LEDGF integ inh	Tn7 DDE FP
C/C(CC(=O)Nc1cccc(Cl)c1Cl)=N\NC(=O)c1ccccc1C	0.3	-7.1	-4.0	-3.8	-0.2	1.4	-10.1	2.6	-0.8	0.7
CCCOC(=O)c1cccc(NC(=O)COc2ccc([N+](=O)[O-])cc2)c1	-5.8	-2.5	-6.4	-1.0	0.9	1.2	-5.0	5.3	-5.9	7.2
O=C(NN(C(=O)C1CC1)c1nc2ccccc2s1)C1CC1	-4.3	-6.9	3.2	-0.6	-2.0	0.2	-1.5	0.8	0.8	-5.1
CC(C)(C)NC(=O)COc1coc(CN2CCN(Cc3ccccc3)CC2)cc1=O	-4.2	2.6	1.7	1.9	-0.4	3.0	0.5	2.7	-2.5	-2.5
CCOC(=O)C1(CCOc2ccccc2)CCN(Cc2ccc(NC(C)=O)cc2)CC1	-0.8	7.2	-8.9	4.2	0.5	-2.6	-1.4	-3.5	0.5	-7.1
O=C(Nc1ccc(F)c(Cl)c1)c1cc(C2CCCN(C(=O)c3cccs3)C2)on1 (centres undefined)	1.2	1.2	/	-10.1	-1.1	-4.5	-15.6	-0.4	1.0	-1.1
CCc1ccc(-c2cc(C(=O)NN3CCOCC3)c3ccccc3n2)s1	3.4	-7.2	-4.1	4.4	0.6	0.5	-12.4	-3.0	-3.6	1.8
COc1cccc(-c2cnc(C(O)c3cccc(OC)c3)[nH]2)c1 (centres undefined)	-1.0	2.3	/	4.9	-1.7	-0.3	-3.5	-1.4	-0.4	-6.8
COC(=O)C[C@H]1c2ccccc2S(=O)(=O)N1C(C)C	0.6	13.9	5.8	2.8	1.1	-2.9	5.7	-1.4	-0.8	2.9
O=C(NCc1ccccn1)Nc1cccc(Cl)c1	1.1	7.8	-7.4	-0.1	1.2	-1.4	0.4	-4.0	-0.8	-4.0
COc1cc(C(C(=O)NC2CCCC2)N(Cc2ccco2)C(=O)c2snc(C(N)=O)c2N)cc(OC)c1OC (centres undefined)	0.0	0.5	5.0	-2.4	-1.6	-2.4	-4.8	-0.9	1.5	-7.2
O=C(Nc1ccc(Cl)cn1)C1CCCN1S(=O)(=O)c1ccc(Cl)cc1 (centres undefined)	5.6	-10.6	-7.9	-0.8	0.6	-2.2	-4.3	-1.0	-4.1	-0.8
COc1ccc(C2CC2/C(C)=N/OC(=O)c2ccc(F)cc2)cc1 (centres undefined)	7.4	9.0	-16.3	0.4	0.3	1.7	-4.0	-4.0	-4.2	-3.0
Cc1ncc([N+](=O)[O-])n1Cc1ccccc1F	-4.8	4.3	7.0	-1.6	0.4	0.0	2.5	-0.5	-0.9	-6.0
O=C(NCCc1ccc(O)cc1)c1ccc(Cl)cc1	-4.3	-0.2	-2.5	-5.2	-1.7	1.7	-2.8	2.2	1.5	-2.5
O=C1c2ccccc2NC(c2ccc(-c3ccccc3F)o2)N1O (centres undefined)	8.9	-4.7	3.9	0.8	-1.0	4.2	4.0	-3.3	0.5	3.0
C[C@H]1CCC[C@]2(O[C@H](CCO)C[C@H](O)[C@H]2O)O1	0.6	-1.5	-2.9	-4.5	0.3	1.3	-7.9	4.4	3.1	1.9
COC(=O)CSc1nc2cc3c(cc2cc1C)OCO3	1.0	-2.4	1.0	-4.2	-0.8	2.6	-2.5	0.1	-0.4	-3.2
CN(CC(=O)NCC(=O)Nc1ccc(F)cc1)CC(=O)Nc1ccc(Cl)c(C(F)(F)F)c1	1.3	-2.8	-12.6	-0.4	-0.6	-0.9	1.5	17.2	4.9	-3.3
COC(=O)C1(C(=O)OC)C2C(=O)C3C(C21)C3(C(=O)OC(C)(C)C)C(=O)OC(C)(C)C (centres undefined)	-6.7	10.0	0.2	-3.7	-0.1	0.6	6.2	9.9	-2.0	-0.8
CS(=O)(=O)Nc1cccc(C(=O)CC2(O)C(=O)Nc3ccccc32)c1 (centres undefined)	3.9	5.6	-4.1	8.2	-0.9	-0.4	2.5	-2.2	-0.4	0.8
C#CCOCCOCCOCCNc1nc(N2CCN(C(=O)[C@H]([C@@H](C)CC)n3cc(CCCN=C(N)N)nn3)CC2)nc(N2CCN(C(=O)[C@H](CCCCN)n3cc(CCC(=O)O)nn3)CC2)n1	-7.8	-2.6	6.8	-6.5	-2.7	-1.2	3.9	12.5	1.2	2.6
C=Cn1ccnc1CC(O)c1ccc(OC)cc1 (centres undefined)	5.8	1.7	-5.6	-2.4	1.2	1.5	3.8	0.0	0.0	8.5
COc1ccc(C(=O)NCc2ccc3c(c2)OCO3)cc1S(=O)(=O)N1CCCC1	7.8	-5.1	-0.5	-2.9	0.1	1.0	4.4	-2.4	3.8	2.6
CCOc1ccc(-n2nc3c(=O)[nH]nc(C)c3c2C)cc1	3.6	1.1	0.3	-8.4	0.7	-0.2	5.9	0.9	-0.7	5.3
CC(C)CN1C(=O)[C@]2(CC(=O)N(C)C2c2ccccc2)c2cc(-n3cc(CN(C)C)nn3)ccc21 (some centres undefined)	/	-1.3	/	18.3*	/	-1.8	3.5	0.1	3.5	-7.8
Cc1ccc(C(=O)Nc2ccc(S(=O)(=O)N3CCN(C)CC3)cc2)cc1	5.7	-0.8	2.8	6.3	0.0	-0.8	3.7	-2.0	0.5	-5.0

By substructure: the compounds so far containing an NH in an aromatic ring.
SMILES	TCR-CD3 inh	TDP2 absorb	HTRA1 inh	SIAE inh	PG9 binder	PRMT1 FP inh	mABHD4 FP	UHRF1 binding	LEDGF integ inh	Tn7 DDE FP
Cc1[nH]c2ccccc2c1N=Nc1ccccc1F	-2.8	-11.0	19.0	16.4	-2.1	-1.0	12.1	0.3	0.7	-4.4
Cc1ccc(Cn2cc(COC(=O)NCCc3c[nH]c4ccccc34)nn2)cc1	/	1.4	/	11.1	/	3.9	-0.2	2.1	-2.9	-2.4
COc1cccc(-c2cnc(C(O)c3cccc(OC)c3)[nH]2)c1 (centres undefined)	-1.0	2.3	/	4.9	-1.7	-0.3	-3.5	-1.4	-0.4	-6.8
CCOc1ccc(-n2nc3c(=O)[nH]nc(C)c3c2C)cc1	3.6	1.1	0.3	-8.4	0.7	-0.2	5.9	0.9	-0.7	5.3

High-throughput results from PubChem BioAssay.
